Screening results as filed in PubChem BioAssay.
bIAP act = increases bovine intestinal alkaline phosphatase activity | purified bovine IAP, CDP-star luminescence, 30 min; hits give high values; fold of DMSO-control signal, blank-subtracted | activation factor at 20 µM | actives 0.17% (n = 200,000);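 active means activation factor of 2 or more at 20 µM, a signal rise over negative controls twice the positive control's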
bIAP inhibitor = intestinal alkaline phosphatase (bovine) inhibition; purified bovine IAP, CDP-star luminescence, 30 min; inhibition, % at 20 µM; 190,000 tested, under 10 active;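 active means over 50% inhibition of intestinal alkaline phosphatase at 20 µM in the single-dose screen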
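test system = bovine IAP enzyme | medium = DEA buffer 100 mM, pH 9.8, with MgCl2 1.0 mM, ZnCl2 0.02 mM | detection = luminescence | dosing = single compound dose of 20 µM, 2% DMSO final | incubation = 30 min reaction at room temperature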
STAT3 blocker = inhibitors of IL-6 induced STAT3 signaling; inhibition, % at 5.5 µM; actives 0.89% (n = 190,000); U3A cells, IL-6 STAT3-luciferase reporter, luminescence; host cell line lacks STAT1;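 active means inhibition above the mean inhibition across all screened compounds plus 3 SD, cut at about 44% in these data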;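 further: 0% = DMSO only wells and 100% = 100 µM nifuroxazide control wells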
STAT1 blocker = inhibitors of IFN-gamma induced STAT1 signaling. actives 0.35% (n = 200,000). NIH 3T3 STAT1-luciferase reporter, luminescence. inhibition, % at 5.5 µM;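 active means inhibition above a set limit, the mean inhibition across all tested compounds plus 3 SD, cut at about 34% in these data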;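 further: 0% = IFN-gamma with DMSO and 100% = IFN-gamma with 300 µM nifuroxazide; values of inactives mirror those of a sister screen read the other way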
PPARg SRC-1 ag = promotes SRC-1 coactivator recruitment by human PPARgamma. P37231. PPARgamma-SRC-1 coactivator recruitment biochemical assay. activation, % at 8 µM. actives 0.41% (n = 200,000). AID 631; in the data active means activation above about 19%;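 further: 0% = DMSO and 100% = reference agonist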
Target sequence (P37231 whole entry, looked up): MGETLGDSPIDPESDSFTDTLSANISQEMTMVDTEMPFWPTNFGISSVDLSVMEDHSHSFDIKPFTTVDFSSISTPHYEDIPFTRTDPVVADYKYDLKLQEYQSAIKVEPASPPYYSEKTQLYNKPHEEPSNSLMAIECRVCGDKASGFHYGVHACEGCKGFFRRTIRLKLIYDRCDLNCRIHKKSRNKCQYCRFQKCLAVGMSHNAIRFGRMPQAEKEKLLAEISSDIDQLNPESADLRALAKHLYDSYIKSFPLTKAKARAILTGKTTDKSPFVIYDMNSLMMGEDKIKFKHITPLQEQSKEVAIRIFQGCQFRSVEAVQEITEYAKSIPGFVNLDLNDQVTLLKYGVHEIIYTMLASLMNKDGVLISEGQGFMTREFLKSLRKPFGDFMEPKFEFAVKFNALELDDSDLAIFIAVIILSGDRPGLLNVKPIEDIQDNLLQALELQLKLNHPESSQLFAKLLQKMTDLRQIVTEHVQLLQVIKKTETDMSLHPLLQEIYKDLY
STAT3 act = STAT3 signaling activation; U3A cells, IL-6 STAT3-luciferase reporter, luminescence; 100% = signal with IL-6 EC80 alone; activation (% of control), % at 5.6 µM; actives 0.91% (n = 190,000); AID 871;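 active means activation above the screen-wide mean of compound activation plus 3 SD, cut at about 130% in these data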;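 further: 0% = background luminescence of wells with medium and substrate only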
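Test system: STAT3-luciferase reporter U3A cells; Detection: reporter luminescence signal; Times: 1 h compound pre-exposure, 6 h IL-6 stimulation, 37 °C; Benchmarks: IL-6-only high control; Also added: IL-6 stimulus at 33 ng/mL final.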
ROMK mod = modulates human ROMK potassium channel activity. actives 2% (n = 130,000). AID 1918. Tet-inducible ROMK, thallium flux fluorescence; actives lie on both sides. P48048. B-score at 10 µM;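 active means signal ratio slope over the read window, or its plate-corrected B-score, at least 3 SD from the plate mean, either direction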;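 further: B-score of the F/F0 ratio slope over 7 to 12 s after thallium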
PPARg SRC-2 ag = promotes SRC-2 coactivator recruitment by human PPARgamma. actives 0.34% (n = 200,000). activation, % at 8 µM. P37231. PPARgamma LBD-SRC-2 recruitment, biochemical; in the data active means activation above about 22%;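 further: 0% = vehicle and 100% = reference agonist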
TNAP act hi DEA = increases human TNAP activity under high phosphate acceptor concentration; P05186; purified TNAP, CDP-star luminescence, 1 M DEA, 30 min; hits give high values; 0 = EDTA background, 1 = DMSO-only activity; activation factor at 20 µM; 200,000 tested, under 10 active;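 active means activation factor at least 2 at 20 µM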
Target sequence (P05186 whole entry, looked up): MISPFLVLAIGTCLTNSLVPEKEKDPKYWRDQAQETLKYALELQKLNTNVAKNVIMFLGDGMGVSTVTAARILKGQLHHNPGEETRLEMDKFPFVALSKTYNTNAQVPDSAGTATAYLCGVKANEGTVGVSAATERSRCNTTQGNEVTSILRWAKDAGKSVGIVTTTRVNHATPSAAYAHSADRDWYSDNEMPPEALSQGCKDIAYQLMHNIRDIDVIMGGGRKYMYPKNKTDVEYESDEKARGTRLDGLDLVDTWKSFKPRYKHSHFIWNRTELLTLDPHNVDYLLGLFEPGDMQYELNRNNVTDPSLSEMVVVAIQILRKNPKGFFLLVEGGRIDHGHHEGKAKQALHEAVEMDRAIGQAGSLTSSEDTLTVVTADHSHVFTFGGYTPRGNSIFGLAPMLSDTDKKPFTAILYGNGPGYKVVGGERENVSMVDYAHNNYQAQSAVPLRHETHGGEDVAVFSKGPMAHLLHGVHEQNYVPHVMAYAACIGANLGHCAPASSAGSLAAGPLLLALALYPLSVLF
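Test system – human TNAP · Doses – 20 µM single point · Incubation – 30 min, room temperature · Signal – luminescent substrate turnover signal · Read-out basis – activation factor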
PPARg SRC-3 ag = agonists of human PPARgamma SRC-3 coactivator recruitment. biochemical PPARgamma/SRC-3 coactivator recruitment assay. P37231. actives 0.26% (n = 200,000). activation, % at 8 µM; in the data active means activation above about 23%;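 further: 0% = DMSO and 100% = reference agonist; some compounds past the cut are filed as inactive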
TR-FRET SRC-2 ct = counter-screen for PPARgamma SRC-2 recruitment agonists: TR-FRET artefact; actives 0.4% (n = 200,000); hits give high values; TR-FRET ratio at 8 µM; in the data active means TR-FRET ratio above about 2000; further: inactives centre near 1500
The depositor's hits bear a star; / = not tested or not shown. The order is random; 3.7% or so of the library scored in one or more.

SMILES	bIAP act	bIAP inhibitor	STAT3 blocker	STAT1 blocker	PPARg SRC-1 ag	STAT3 act	ROMK mod	PPARg SRC-2 ag	TNAP act hi DEA	PPARg SRC-3 ag	TR-FRET SRC-2 ct
O=S(=O)(NC1CCN(Cc2ccccc2)CC1)c1cccc2cccnc12	1	1	7	-11	-4	96	/	0	1	-14	1396
Cc1ccc(S(=O)(=O)NCC2CCC(C(=O)NCc3ccco3)CC2)cc1 (centres undefined)	0.9	12	-6	5	-4	109	/	4	1.1	9	1505
COc1cc(/C=N/NC(=O)c2cccc(S(=O)(=O)N3CCCCC3)c2)cc(Br)c1O	1.2	-19	-4	-7	2	104	0.92	-4	1	3	1913
CNC(=O)CSc1nc(-c2ccccc2)c(-c2ccccc2)[nH]1	1.1	-7	4	2	9	99	/	-1	1	0	1592
Cc1nn(C)c(C)c1S(=O)(=O)N1CCC(C(=O)NC(C)c2ccccc2)CC1 (centres undefined)	1	-3	-5	7	10	104	/	1	1	2	1821
COc1ccc(NC(=O)NN(C(=O)c2ccccc2)C(C)(C)C)cc1	0.7	34	5	-4	-4	96	0.13	9	1	5	1730
CCOC(=O)c1cnc(SCC(=O)N2CCC(C(N)=O)CC2)nc1N	0.9	6	5	-5	-5	100	-0.26	9	1.1	7	1571
COc1ccccc1NS(=O)(=O)c1ccc(NC(=O)CCNC(=O)c2ccco2)cc1	1	2	2	2	8	103	0.33	6	1	-7	1647
COc1nc(OC)nc(Oc2ccc([N+](=O)[O-])cc2Cl)n1	1	2	17	2	7	86	0.61	6	1	2	1477
O=C(c1cccc(C(F)(F)F)c1)N(c1ccccn1)C1CCCCC1	1	1	9	10	-9	95	0.06	8	1.1	7	1463
CC(=O)Nc1ccc(C2=NN(Cc3nnc(-c4ccccc4)o3)C(=O)SC2)cc1	1	-3	3	-11	9	101	0.003	-2	1.1	-1	1537
CC(=O)Nc1ccc(S(=O)(=O)NCC(=O)OCC(=O)N2CCCc3ccccc32)cc1	1.1	-11	4	-2	6	105	0.19	0	1	1	1520
O=C1COc2ccc(C(=O)COC(=O)c3ccc4ccccc4n3)cc2N1	1	2	-5	4	12	108	/	4	1	2	1686
Cc1cccc(C)c1NC(=O)C(NS(=O)(=O)c1cccs1)c1ccccc1 (centres undefined)	0.9	8	-12	4	1	108	-0.54	1	1	2	1639
COc1ccc(NC(=O)C2C3CCC4C(CCC32)C4(Cl)Cl)cc1 (centres undefined)	1	-2	5	2	-3	98	/	-12	1.1	2	1437
O=C(CCc1nnc(Cc2ccc(-c3ccccc3)cc2)o1)N1CCCC1	1	-5	6	7	9	99	-0.0064	9	1.1	1	1769
CN1OC(c2ccccc2)=C(CO)C1c1ccccc1 (centres undefined)	1	1	-2	5	0	104	/	2	1	0	1612
CCOC(=O)C1C(=O)C(C(C)=O)C(=O)CC1CC(C)SCC (centres undefined)	0.8	23	-8	-1	2	104	0.0069	-3	1	2	1355
COc1ccc(-c2cn3cccnc3n2)cc1NS(=O)(=O)c1ccccc1	1.1	-13	18	9	-2	88	-0.13	17	1	5	1774
CCCCn1c2nc3ccccc3nc2c2c(=O)n(-c3ccccc3)cnc21	1.2	-17	12	-3	8	97	0.076	13	1	-1	1578
COC(=O)C1=C(C)NC=C([N+](=O)[O-])C1c1ccc(OC)cc1 (centres undefined)	1.2	-18	-2	-3	0	100	-0.14	-2	0.8	3	1504
COc1ccc(/C=N/Nc2cn[nH]c(=O)c2Cl)cc1	1	2	32	-9	-6	76	0.068	4	1	3	1612
CCOC(=O)c1cnc(-n2nc(C)cc2C)nc1NNc1nc(-c2ccccc2)cc(-c2ccccc2)n1	0.9	12	5	-4	-2	98	/	4	0.9	-3	1533
CCOc1cc(C)c(Cl)cc1S(=O)(=O)N1CCCC1	1	4	2	13	-4	102	/	-8	1.1	2	1348
CC1CCCCC1NC(=O)CN1CCC(O)(c2ccc(F)cc2)CC1 (centres undefined)	1	-4	9	-4	14	94	-0.61	3	1	1	1763

New compounds follow.
SMILES	bIAP act	bIAP inhibitor	STAT3 blocker	STAT1 blocker	PPARg SRC-1 ag	STAT3 act	ROMK mod	PPARg SRC-2 ag	TNAP act hi DEA	PPARg SRC-3 ag	TR-FRET SRC-2 ct
CCN1CCc2c(OCC(=O)Nc3cccc(C)c3C)cccc2C1=O	1	-3	-2	3	-2	108	0.11	5	1.1	-1	1454
CSc1c(CC(=O)NCCO)n(C)c2ccccc12	0.9	13	0	2	-3	99	/	1	1.1	-17	1365
CCCCOP(=O)(c1ccc(N(C)C)cc1)C(Nc1ccccc1)c1ccccc1 (centres undefined)	1.1	-6	-1	8	10	104	0.13	10	1	8	1574
O=C(Nc1nnc(-c2ccccc2F)s1)c1cccnc1	1.2	-17	18	-28	17	86	1	10	1	1	1481
CCCCCCC1CC(CCC(=O)Nc2ccc([N+](=O)[O-])cc2)C(=O)O1 (centres undefined)	0.3	/	4	1	14	105	/	-2	1	4	1471
Cc1cccc(C)c1NC(=O)CCCN1CC(C)OC(C)C1 (centres undefined)	0.9	5	-1	-1	0	102	0.71	-3	1	-2	1462
CCS(=O)(=O)N1CCN(c2ccc([N+](=O)[O-])c(NCC3CCCO3)c2)CC1 (centres undefined)	0.8	22	10	5	-5	101	1.4	1	0.9	0	1400
Cc1n[nH]c(C)c1S(=O)(=O)N1CCCC(C(=O)N2CCN(c3ccc(Cl)cc3)CC2)C1 (centres undefined)	1.4	-37	-11	5	6	113	/	4	1	0	1423
CC(=O)Nc1ccc(/C(C)=N/Nc2nc(Nc3ccccc3)nc(N3CCOCC3)n2)cc1	1.1	-10	7	-6	8	100	0.19	9	1	5	1607
CCOC(=O)c1cc(-c2nnc(-c3ccc(Oc4ccccc4)cc3)o2)c(C)nc1C	1	-1	4	6	-1	101	/	2	1	3	1342
CCn1c(-c2c(Cl)c(C)nn2C)n[nH]c1=S	0.8	16	1	8	3	104	0.3	-4	1	3	1582
CCCc1cc(C(=O)N2CCC(N3CCC(C(=O)NC(C)C)CC3)CC2)n(C)n1	1.1	-7	6	0	0	97	0.17	0	1.1	-1	1467
CCN(CCO)Cc1csc2ccc(Cl)cc12	0.9	9	-3	-3	2	103	-0.19	6	1	2	1624
CNc1nc(OCCNC(=O)Nc2ccccc2)nc(N2CCOCC2)n1	1	-2	-16	2	-2	114	/	2	1	0	1467
O=C(COC(=O)c1cccnc1Cl)c1cccc(Cl)c1	1	2	-9	-15	1	111	/	4	1	0	1574
O=C(O)c1cnc(-c2ccccc2)nc1Sc1cccc(Cl)c1	1	4	-1	8	0	103	/	2	1	-2	1597
Cc1ccc(CNC(=O)COC(=O)c2ccc(Br)cc2)cc1	0.8	15	2	2	-4	100	/	-1	1	0	1498
CCN(C(=O)COC(=O)c1c(NC(C)=O)sc(C)c1C)C1CCS(=O)(=O)C1 (centres undefined)	0.8	15	6	2	4	96	/	4	1	-1	1609
Cc1nc(NCCc2ccccc2F)c(C#N)c(C)c1[N+](=O)[O-]	0.8	17	11	8	2	94	/	4	1	1	1561
Cc1ccc(NC(=O)CN(C)C(=O)CCCN2C(=O)c3ccccc3C2=O)cc1	1	-2	4	4	-4	101	0.0036	-5	1.1	-6	1502
Clc1ccc(/C=N/NC(=Nc2ccccc2)c2ccccn2)c(Cl)c1	1	3	10	-32	1	101	/	7	1	-4	1576
O=C(Nc1ccccc1Cl)N1CCSc2ccccc21	0.9	10	6	1	-2	95	-1.6	12	1.1	5	1526
CCCC(CCC)C(=O)Oc1cc(C)[nH]c(=O)c1[N+](=O)[O-]	1	3	8	0	4	96	/	7	1.1	2	1660
O=C(CN1CCOc2ccccc21)NCc1ccc(F)cc1	0.7	26	-2	6	2	102	-0.099	-6	1.1	3	1553
COc1ccc(CNc2ccc(C)c(C)c2)c(OC)c1OC	1	-4	14	11	8	92	0.035	-9	1	-1	1626

An excerpt from above in order of SMILES length, falling:
SMILES	bIAP act	bIAP inhibitor	STAT3 blocker	STAT1 blocker	PPARg SRC-1 ag	STAT3 act	ROMK mod	PPARg SRC-2 ag	TNAP act hi DEA	PPARg SRC-3 ag	TR-FRET SRC-2 ct
CCS(=O)(=O)N1CCN(c2ccc([N+](=O)[O-])c(NCC3CCCO3)c2)CC1 (centres undefined)	0.8	22	10	5	-5	101	1.4	1	0.9	0	1400
COc1ccccc1NS(=O)(=O)c1ccc(NC(=O)CCNC(=O)c2ccco2)cc1	1	2	2	2	8	103	0.33	6	1	-7	1647
O=C1COc2ccc(C(=O)COC(=O)c3ccc4ccccc4n3)cc2N1	1	2	-5	4	12	108	/	4	1	2	1686
COc1ccc(NC(=O)NN(C(=O)c2ccccc2)C(C)(C)C)cc1	0.7	34	5	-4	-4	96	0.13	9	1	5	1730

Going on with the list.
SMILES	bIAP act	bIAP inhibitor	STAT3 blocker	STAT1 blocker	PPARg SRC-1 ag	STAT3 act	ROMK mod	PPARg SRC-2 ag	TNAP act hi DEA	PPARg SRC-3 ag	TR-FRET SRC-2 ct
C=CCC(C(=O)c1ccccc1)[N+](C)(C)CC=C (centres undefined)	1.1	-14	3	6	0	100	0.5	1	1	1	1516
Cc1cc(C)n(C2CC(=O)N(c3ccccc3)C2=O)n1 (centres undefined)	0.9	7	-5	-5	-5	105	/	-1	1	-5	1489
CC/C(=N/NC(=O)CCC(=O)Nc1ccccc1OC)c1ccccc1	1.1	-10	-4	0	3	101	-0.45	4	1.1	-2	1310
CCOC(=O)N1CCN(c2ncnc3c2cnn3-c2ccc(Cl)cc2)CC1	0.9	8	-11	4	0	112	/	1	1	-11	1507
COc1ccc(CCn2c(SCC(=O)Nc3cc(C)on3)nc3ccsc3c2=O)cc1OC	1	1	24	5	11	83	/	4	1	8	1528
O=C(NCc1ccco1)C(c1ccncc1)N(CCC1=CCCCC1)C(=O)Cn1nnc2ccccc21 (centres undefined)	1.1	-8	9	-1	-6	97	/	11	1.1	8	1632
Cc1ccc(NC(=O)COC(=O)CCc2ccc(S(=O)(=O)N3CCOCC3)cc2)cc1C	1.2	-16	-1	-3	8	106	-0.14	-7	1	1	1658
Cc1cccc(COc2ccc(/C(O)=C3\C(=O)C(=O)N(CCN(C)C)C3c3ccncc3)cc2)c1 (centres undefined)	1	0	5	-1	3	104	0.97	1	1	5	1519
COC(=O)CN(c1nc(C)c(Cl)c(OC)n1)S(=O)(=O)c1ccc(C)cc1	1	3	-2	4	2	102	-1.1	0	1.1	0	1407
CCOC(=O)C1=C(c2ccccc2)N=C2SCC(=O)N2C1c1ccc2c(c1)OCO2 (centres undefined)	0.9	6	4	4	4	101	/	-1	1	1	1325
COC(=O)c1[nH]c2cccc(OC)c2c1NC(=O)C(C)N1CCC(C)CC1 (centres undefined)	1	0	0	2	6	106	/	9	1	10	1480
CCCCC(=O)Nc1ccc(C(=O)c2ccccc2)cc1	0.9	11	5	-21	-7	105	-0.77	-1	1.1	4	1682
